From PubChem
Giardia killer: kills Giardia lamblia | 0.15% of 340,000 active | AID 540267 | Giardia lamblia trophozoite viability | activity change, % at 7.66 µM, hits read low; in the data active = activity change below about -80%; inconclusive = between about -30% and that limit;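 note: parasites exposed to compound for two days anaerobically before the ATP read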
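Giardia lamblia trophozoites (100 cells/well) were incubated with compounds for 48 h at 37 deg C under anaerobic conditions. Viability was read as ATP content by one-step luminescence after 15-30 min at room temperature.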
KCNH2 WT inh: KCNH2 (human, wildtype) channel inhibition. Q12809. U2OS, BacMam KCNH2, thallium flux FluxOr; active compounds read low. activity change, % at 1.84 µM. 0.37% of 340,000 active;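 active = maximum activity change below -70%; inconclusive = maximum activity change between -70% and -50%; inactive = maximum activity change above -50%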
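U2OS cells were transduced with wild-type KCNH2 virus (2.03 x 10^8 / mL) for 4 h at room temperature, then cultured overnight at 37 C. Thallium flux was read with FluxOr dye. Rate constants were normalized to DMSO controls.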
PKM2 act: activators of human pyruvate kinase M2; P14618; purified PKM2, Kinase-Glo ATP luminescence, activation; response scale: 0% is enzyme alone, no compound; Potency, µM (series often up to 57.5 µM), for inactives: at the highest dose activation, usual class: activators; 0.34% of 260,000 active; note: potency is the fitted concentration of half-maximal effect; nearly all actives have a fitted effect of over 55% in size
Target sequence (P14618 whole entry, looked up): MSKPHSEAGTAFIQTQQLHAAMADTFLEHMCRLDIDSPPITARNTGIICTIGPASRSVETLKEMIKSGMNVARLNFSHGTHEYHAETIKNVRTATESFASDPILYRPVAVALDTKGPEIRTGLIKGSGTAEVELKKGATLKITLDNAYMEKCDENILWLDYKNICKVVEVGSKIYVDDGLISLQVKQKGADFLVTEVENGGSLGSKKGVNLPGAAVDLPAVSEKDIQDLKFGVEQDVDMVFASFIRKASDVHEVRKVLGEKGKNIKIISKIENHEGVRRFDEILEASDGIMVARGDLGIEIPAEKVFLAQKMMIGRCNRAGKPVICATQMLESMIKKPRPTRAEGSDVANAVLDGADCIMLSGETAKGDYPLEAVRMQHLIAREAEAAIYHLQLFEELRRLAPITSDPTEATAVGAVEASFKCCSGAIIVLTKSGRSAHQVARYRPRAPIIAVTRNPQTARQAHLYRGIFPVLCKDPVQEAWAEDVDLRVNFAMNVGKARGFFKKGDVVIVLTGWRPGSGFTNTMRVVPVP
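hPK-M2, >95% pure; 0.1 mM ADP / 0.5 mM PEP final; imidazole pH7.2 buffer w/ 7 mM MgCl2, 50 mM KCl; 1 h RT; Kinase-Glo lum. Intermediate enzyme activity for dual inhibitor/activator qHTS.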
KCNH2 3.1 inh: inhibitors of human KCNH2 3.1 potassium channel isoform; U2OS KCNH2 3.1, thallium flux FluxOr; active compounds read low; activity change, % (tested at about 1.8 µM); 0.95% of 340,000 active; AID 720553;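 active = maximum activity change below -70%; inconclusive = maximum activity change from -70% to -50%; inactive = maximum activity change above -50%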;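 note: thallium influx rate constant from kinetic fluorescence after stimulation buffer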
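Normalized rate constant (relative to positive and negative DMSO controls) derived from a 2 min kinetic fluorescence read after stimulation; U2OS cells expressing the 3.1 isoform via virus at 1.77 x 10^8 /mL.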
GALK inh: blocks human galactokinase activity. P51570. 0.007% of 270,000 active. AID 1868. Potency, µM (titrated, usually from 57.5 µM), without a hit: at the highest dose activity change, negative = inhibition, usual class: inhibitors. Purified GALK, Kinase-Glo residual ATP luminescence; note: potency is the fitted concentration of half-maximal effect
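ATP-depletion format; final 35 uM ATP, 100 uM D-galactose, 5 nM enzyme; pH 8.0 HEPES/Mg2+ buffer; 60 min RT; luminescence read 10 min after detection reagent.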
Eya2 phos inh: Eya2 (human) phosphatase inhibition. O00167. recombinant Eya2, OMFP fluorescence dephosphorylation (OMFP is methylfluorescein phosphate). Potency, µM (doses to about 76.9 µM), for inactives: at the top dose activity, negative = inhibition, hits mostly inhibitors. 0.006% of 330,000 active; note: potency is the fitted concentration of half-maximal effect
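Eya2 (0.2 uM) preincubated 10 min at ambient with compound, then OMFP substrate added at 50 uM; 10 min reaction in 50 mM HEPES pH 7.5, 50 mM NaCl, 5 uM MgCl2, 0.05% BSA, 1 mM DTT. Fluorescence read at Ex 485/Em 525 nm.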
FBPA coupling cs: coupling enzyme interference in Giardia aldolase counter-screen; 0.67% of 290,000 active; activity change, negative = inhibition, % at 58.2 µM, hits read low; AID 2472; coupling enzyme system counterscreen, AmpLite Red fluorescence; in the data active = activity change below about -30%
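Final compound at 57.5 uM, incubated 10 min at RT with coupling enzyme reagent (glyceraldehyde-3-phosphate), then 20 min with substrate and AmpLite Red detection. Fluorescence read at 525/598 nm; tests interference with the coupling assay, not aldolase inhibition.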
USP2a inh: USP2a (human) protease inhibition. O75604. USP2 core, Ub-CHOP2 coupled fluorogenic reporter, 485/531. Potency, µM (series often up to 38.3 µM), for inactives: at the top dose activity change, negative = inhibition, usual class: inhibitors. 0.01% of 330,000 active. AID 463254;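 note: potency is the fitted concentration of half-maximal effect; plate controls were DMSO wells for no effect and full inhibition by NEM control for full effect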
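Deubiquitinase activity read as fluorescence (485/531 nm) after Ub-CHOP2 cleavage activates the enterokinase reporter on its substrate; USP2 core 10nM, Ub-CHOP2 and substrate 25nM each, 30min compound preincubation then 60min RT; data normalized to NEM, curves fitted.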
uPA generation: blocks generation of uPA at the cell surface; cell surface uPA generation assay, qHTS; Potency, µM (top dose mostly 38.3 µM), for inactives: top-dose activity change, negative = inhibition, actives largely listed as inhibitors; 0.31% of 330,000 active; active = well fitted inhibition curve with a large enough effect; inconclusive = small, poorly fitted or top-dose-only effect; inactive = no such curve, though single readings can be large or run the other way; tested in mouse RAW 264.7 cells; note: potency is the fitted concentration of half-maximal effect; nearly all actives have a fitted effect of over 55% in size
B2AR arrestin: agonists driving beta-arrestin recruitment to human beta2-adrenergic receptor. 0.02% of 330,000 active. Potency, µM (highest dose often 46.1 µM), for the others: at the highest dose activation, usual class: activators. beta-arrestin recruitment to beta2AR, cell-based reporter;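 note: potency is the fitted concentration of half-maximal effect; 0% = DMSO controls and full agonism = EC100 isoproterenol or metaproterenol; nearly all actives have a fitted effect of over 65% in size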
Target sequence (P07550 whole entry, looked up): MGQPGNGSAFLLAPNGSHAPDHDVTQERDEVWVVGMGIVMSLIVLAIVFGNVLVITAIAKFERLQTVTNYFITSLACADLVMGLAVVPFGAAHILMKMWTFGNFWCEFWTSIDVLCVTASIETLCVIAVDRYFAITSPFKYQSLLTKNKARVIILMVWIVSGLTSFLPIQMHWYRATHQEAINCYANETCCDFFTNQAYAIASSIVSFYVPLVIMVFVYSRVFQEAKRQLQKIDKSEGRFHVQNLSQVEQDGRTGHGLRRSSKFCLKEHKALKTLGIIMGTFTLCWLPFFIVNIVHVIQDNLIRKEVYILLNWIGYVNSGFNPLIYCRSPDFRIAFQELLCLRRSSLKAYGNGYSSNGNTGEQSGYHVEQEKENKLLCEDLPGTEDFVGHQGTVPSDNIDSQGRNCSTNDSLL
Chronic BCR inh: blocks chronic active B-cell receptor signaling; ABC-DLBCL IkBa-CBG/CBR reporter, luminescence ratio, 4 h; Potency, µM (highest dose often 46.1 µM), for inactives: top-dose ratio change, negative = lower green/red ratio, most hits filed as inhibitors; 0.05% of 340,000 active; AID 493014; active = well fitted inhibition curve with a large enough effect in the signal ratio, with a control signal flat, not every such curve was filed as active; inconclusive = small, poorly fitted or top-dose-only effect, or effect the other way, or a change in a side signal; the % refers to the signal ratio;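 note: potency is the fitted concentration of half-maximal effect; plate controls were basal doxycycline-induced cells for no effect and cells given 10 µM MG132 for full effect; MG132 reads +100%, hits lower the ratio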
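TMD8 ABC-DLBCL cells carrying doxycycline-inducible green luciferase fused to IkappaBalpha plus unfused red luciferase were exposed to compounds (up to 46 uM) for 4 hrs at 37C. Activity came from the overlap-corrected green/red luminescence ratio.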
Starred values were filed as active, the others as inactive; i = inactive; ? = inconclusive; nt = not tested or not shown; [ ] = dose if it differs, or a comment. Unless noted, calls come from the whole dose curve; as a rule, active = well fitted curve in the direction sought with a large enough effect; inconclusive = small, poorly fitted or top-dose-only effect, or another doubt; inactive = no such curve, though single readings can be large; an effect the other way counts as inactive or inconclusive. Unless noted, % is set by controls: 0 for no effect and ±100 for the full control effect.

SMILES	Giardia killer	KCNH2 WT inh	PKM2 act	KCNH2 3.1 inh	GALK inh	Eya2 phos inh	FBPA coupling cs	USP2a inh	uPA generation	B2AR arrestin	Chronic BCR inh
Cc1ccc(SCc2nc(-c3ccncc3)no2)cc1	-4	-7	1%	-1	-4%	8%	-1	1%	9%	0.3%	?
C=CCN1CC(O)=C(c2nc3ccccc3[nH]2)C1=N	-24	12	2%	nt	2%	-2%	-4	1%	-3%	2.7%	3%
COc1ccccc1CN1C(=NC(=O)C2CCCCC2)SC2CS(=O)(=O)CC21 (stereo not given)	2	0	-1%	-11	0%	3%	-2	2%	-3%	-0.6%	5%
Cc1c(C)n2c(SCC(=O)N3CCOCC3)nnc2[nH]c1=O	10	-10	nt	13	nt	-3%	nt	1%	1%	-0.1%	-3%
CCNc1ccc(P(=O)(c2ccccc2)c2ccccc2)cc1	-3	-1	-3%	10	13%	-4%	1	-5%	-2%	0.0%	-2%
COc1cccc(C(=O)N2CCOCC2)c1OC	1	14	-1%	9	11%	1%	-2	0%	1%	0.2%	3%
COc1ccccc1N(CC(=O)NCCSCc1ccccc1Cl)S(C)(=O)=O	-1	10	nt	-14	-6%	5%	1	5%	-1%	0.1%	-2%
Cc1cc(C)c(NC(=S)N(C)C)c(C)c1	12	14	-6%	-6	-1%	19%	2	2%	16%	-0.6%	?
CCOC(=O)C1=C(c2ccccc2)Nc2nc(C)nn2C1c1cccc(OC)c1OC (stereo not given)	-21	-6	0%	-10	-1%	-4%	-2	0%	nt	0.1%	?
CCCC(c1nnnn1C(C)(C)CC)N1CCN(C2CCCC2)CC1 (stereo not given)	27	4	0%	-1	5%	5%	2	1%	3%	-0.3%	7%
C(=N\N1CCN(c2ccccn2)CC1)/C1=C(N2CCOCC2)C(=C/c2ccccc2)/CC1	37[activator]	i	?	2	0%	-3%	0	4%	-5%	0.0%	?
CC(=O)c1c(C)[nH]c(C(=O)OCc2ccccc2F)c1C	-30	2	8%	38	11%	-1%	0	2%	-5%	0.3%	?
COC(=O)C1C(c2ccc(OC)cc2)NC(=O)NC1(O)C(F)(F)Cl (stereo not given)	-12	-2	3%	9	1%	2%	-1	-1%	0%	-0.2%	3%
CC(C)CNC(=O)NC(=O)COc1c(F)c(F)cc(F)c1F	3	0	-21%	-7	3%	-13%	3	2%	2%	-0.6%	2%
O=C(CN(C(=O)c1ccccc1Cl)N1C(=O)CCCC1=O)c1ccc(Cl)cc1	0	4	4%	6	-1%	4%	3	5%	-1%	-0.6%	7%

The final 2 records of the part above are carried over, then new ones follow:
SMILES	Giardia killer	KCNH2 WT inh	PKM2 act	KCNH2 3.1 inh	GALK inh	Eya2 phos inh	FBPA coupling cs	USP2a inh	uPA generation	B2AR arrestin	Chronic BCR inh
CC(C)CNC(=O)NC(=O)COc1c(F)c(F)cc(F)c1F	3	0	-21%	-7	3%	-13%	3	2%	2%	-0.6%	2%
O=C(CN(C(=O)c1ccccc1Cl)N1C(=O)CCCC1=O)c1ccc(Cl)cc1	0	4	4%	6	-1%	4%	3	5%	-1%	-0.6%	7%
CCN(CC)S(=O)(=O)c1ccc(N/N=C/c2ccccc2OCC(=O)O)c([N+](=O)[O-])c1	6	18	-5%	1	8%	-4%	1	-8%	2%	0.2%	1%
CC(C)=C1C2CCC1C1C(=O)N(c3ccc(C)c(C)c3)C(=O)C21 (stereo not given)	6	-14	0%	2	0%	-5%	-1	1%	1%	0.0%	1%
COc1cccc(SCc2noc(C(=O)NCc3ccccc3)c2C(=O)NCc2ccccc2)c1	8	-1	3%	-19	0%	-1%	1	3%	4%	0.4%	2%
CCN1C(=O)[C@@H]2[C@H](C1=O)[C@@H]1C(=O)Nc3ccccc3C(=O)N1[C@@H]2c1ccc(OC)cc1	-8	2	nt	-45	nt	-13%	nt	1%	-1%	-0.1%	5%
O=C(O)c1ccc(-n2nc(C(F)(F)F)c3c2-c2ccoc2CC3)cc1	6	-12	2%	5	1%	-5%	22	0%	nt	0.0%	?
Cc1ccc2[nH]c(=O)c(CN(Cc3ccco3)C(=O)CN3CCCC(C)C3)cc2c1 (stereo not given)	-2	36	-6%	-1	-1%	-5%	-1	4%	-2%	-0.6%	11%
O=C1Nc2ccccc2SC1c1ccccc1 (stereo not given)	1	-4	nt	1	2%	-6%	1	4%	7%	0.3%	-2%
O=C(CNC(=O)c1ccccc1Cl)N/N=C/c1ccc([N+](=O)[O-])s1	?	5	0%	-4	1%	-12%	3	1%	-18%	-0.7%	?
O=C1[C@H](Oc2ccccc2)[C@@H](c2ccccc2)N1c1ccncc1	10	-14	nt	1	nt	1%	nt	0%	?	-0.4%	?
CCCC(=O)N(c1ccc2oc(C)c(C(C)=O)c2c1)S(=O)(=O)c1ccc(C(=O)O)cc1	11	-3	1%	11	-2%	1%	12	2%	-2%	0.5%	?
CC(C)(C)C(=O)Nc1ccc(N2CCCC2)cc1	7	-1	9%	-19	0%	-20%	-13	-3%	5%	-0.1%	6%
CN1CCN(C(=O)C(C(=O)c2ccc(F)cc2)n2ccccc2=O)CC1 (stereo not given)	-2	-1	1%	21	-2%	-2%	-1	1%	-1%	4.4%	0%
c1ccc(-n2cnnc2SCc2cn3ccccc3n2)cc1	11	-1	1%	-9	1%	3%	4	-1%	nt	-0.2%	1%
CCCOc1cccc(OCC(=O)Nc2nc3ccccc3[nH]2)c1	3	16	3%	nt	nt	1%	2	1%	-12%	-1.6%	1%
COc1ccccc1NC(=O)Nc1nc(CC(=O)Nc2ccc(F)c(F)c2)cs1	-5	7	nt	3	nt	-6%	nt	2%	1%	-1.0%	?
C=CCNC(=S)N1CCC(Cc2ccccc2)CC1	5	-11	3%	5	-1%	-12%	-3	-2%	-4%	-0.5%	?
O=C(Nc1ccccc1)C1CCCN(C(=O)c2ccc(F)cc2)C1 (stereo not given)	-21	-17	nt	5	nt	-8%	nt	0%	22%	-0.2%	4%
Cc1ccc(C)c(NC(=O)C2CCCN2/C=C/C(=O)C(F)(F)F)c1 (stereo not given)	-1	-1	1%	-119*	-1%	1%	1	6%	3%	-0.8%	-5%
COc1ccc(NS(=O)(=O)c2ccc(N3C(=O)CCC3=O)cc2)cc1	-6	2	-1%	7	-1%	-7%	0	0%	-1%	-0.2%	-7%
NC(=O)c1ccc(Oc2cccc3cccnc23)c([N+](=O)[O-])c1	-3	11	2%	6	1%	-2%	-6	2%	4%	0.0%	1%
CN1CCOCCOCCN(C)C(=O)N2CCOCCOCCN(CCOCC2)C1=O	-1	0	-1%	-2	0%	-27%	4	3%	2%	-0.1%	14%
Cc1ccc(C)c(NC(=S)NC(NC(=O)/C=C/c2ccccc2)C(Cl)(Cl)Cl)c1 (stereo not given)	-1	4	-3%	-5	3%	-3%	1	-8%	-11%	0.0%	5%
Cc1ccc(C)c(N2CCN(S(=O)(=O)c3ccc4c(c3)NC(=O)CS4)CC2)c1	6	-2	nt	-22	1%	-15%	nt	-6%	1%	0.2%	?
CCC(C)NC(=O)CSc1nc2ccccc2c(=O)n1CCCN1CCCCC1 (stereo not given)	-11	7	1%	-8	3%	-5%	1	0%	-7%	0.0%	-1%
O=S(=O)(Cc1ccc(Cl)cc1)NCC1CCCO1 (stereo not given)	-11	-21	-3%	-8	-1%	-14%	0	-1%	7%	0.0%	7%
Cc1ccc(CCNC(=O)CN2C(=O)COc3ccc(S(=O)(=O)N4CCCCC4)cc32)cc1	22	-4	nt	64	-2%	-1%	nt	0%	-7%	0.2%	1%
COc1ccc(/C=N/NC(=O)C(C)n2cnc3ccccc3c2=O)cc1OC (stereo not given)	5	-3	-11%	12	-1%	-4%	0	1%	-6%	7.3%	-6%
Cc1ccc(C(=O)Nc2nnc(SCC(=O)N3CCCc4ccccc43)s2)cc1	-125*	1	7%	-18	-3%	-6%	7	3%	-10%	0.0%	13%
O=C(NCC(c1cccs1)N1CCOCC1)c1ccc(Cl)c(S(=O)(=O)N2CCOCC2)c1 (stereo not given)	-5	-1	-2%	-3	-3%	-1%	0	-4%	-3%	-0.4%	5%
FC(F)Oc1ccc(NC(=S)NCc2ccccc2)cc1	4	-13	1%	-12	-2%	-18%	0	1%	2%	-0.9%	7%
CC(=O)NC1=NN(C(C)=O)C2(S1)C(=O)N(C(C)=O)c1ccc(C)cc12 (stereo not given)	-5	4	-1%	3	-1%	3%	1	2%	1%	-0.5%	-4%
O=C(CSc1nnc(Cc2cc(=O)[nH]c(=O)[nH]2)n1-c1ccc(F)cc1)NC1CCCC1	8	2	7%	5	2%	26%	5	3%	19%	-0.5%	5%
O=C(c1cc([N+](=O)[O-])ccc1Cl)N1CCN(c2ccc(F)cc2)CC1	-10	-2	5%	-4	nt	4%	1	0%	-18%	1.0%	-2%
CCN(CC)CCn1c(NC(=O)c2ccc(C)cc2)nc2ccccc21	-15	4	1%	-6	-1%	5%	0	2%	-3%	0.2%	-1%
Cc1ccnc(SCc2ccc(C(=O)O)cc2)n1	14	10	-5%	4	nt	6%	3	2%	1%	-0.7%	-7%
